# PKA-R1A act – activates the PKA-R1A holoenzyme complex. P00514+P68181. PKA-R1A dissociation, Cy5-IP20 fluorescence polarization; scaled: DMSO 0%, 113 µM cGMP 100%. activation, % at 11.4 µM. 340,000 compounds, 0.083% hits. AID 504707;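 active = percent activation above the mean of all tested compounds plus 3 SD, cut at about 19% in these data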;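 also: higher means more PKAc released from R1A so a rise in polarization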
# OPRM1-OPRD1 ag – OPRM1-OPRD1 heterodimerization agonism; P35372+P41143; cells, luminescence; activation, % at 9.3 µM; 340,000 compounds, 0.3% hits; in the data active = activation above about 18%;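 also: 0% = vehicle-treated cells and 100% = reference agonist; values of inactives mirror those of a sister screen read the other way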
# PfHsp90 yeast 2 – growth inhibition of yeast expressing Plasmodium Hsp90 | 310,000 compounds, 0.32% hits | AID 504621 | S. cerevisiae expressing PfHsp90, BacTiter-Glo ATP, 48 h; yeast lacking PDR1 and PDR3 efflux regulators | inhibition, % at 9.4 µM;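 active = every replicate shows inhibition above about 80%, whatever the replicate mean, limit read from the data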;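 also: 0% = DMSO neutral controls and 100% = 20 µM radicicol positive controls; yeast relying on Plasmodium falciparum Hsp90 in place of its own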
# Ecoli viability – bacterial growth inhibition, counter-screen for AddAB inhibitors; E. coli V3065 growth, OD600 absorbance, 18 h; inhibition, % at 11.9 µM; 330,000 compounds, 0.27% hits; AID 449728;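 active = inhibition above the campaign's mean inhibition across all tested compounds plus 3 SD, cut at about 9.9% in these data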;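 also: uninfected addAB+ strain grown without phage in ampicillin broth; 0% = DMSO wells and 100% = ciprofloxacin 0.95 µg/ml wells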
# phage Ecoli inh – E. coli growth loss with phage present. growth absorbance. inhibition, % at 11.9 µM. 360,000 compounds, 0.26% hits; in the data active = inhibition above about 11%
# MOR-DOR inv ag – inverse agonists of human mu-delta opioid receptor heterodimerization | P35372+P41143 | cell-based MOR-DOR heterodimer luminescence, inverse agonism | inhibition, % at 9.3 µM | 340,000 compounds, 0.21% hits; in the data active = inhibition above about 22%, passing the limit was not always enough;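 also: 0% = cells with DMSO and 100% = wells without cells with DMSO; values of inactives mirror those of a sister screen read the other way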
# Tat transport – blocks Tat-dependent protein export in E. coli; AID 488895; inhibition, % at 10 µM; E. coli MC4100 TorA-mCherry Tat export, fluorescence; 340,000 compounds, 0.036% hits;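 active = mean replicate inhibition at least 50% and at least half of replicates individually reaching 50%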;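 also: exported cargo escapes ClpAP degradation while cytoplasmic cargo is degraded and loses fluorescence; 0% = median of neutral control wells and 100% = median of NaSCN control wells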
# Arrestin-AP2 inh – inhibitors of human beta-arrestin and AP2 interaction | FITC-arrestin peptide / GST-AP2 beads, flow cytometry; AP2 beta2 appendage carries R879A mutation | inhibition, % at 10 µM | 340,000 compounds, 0.31% hits;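 active = inhibition above a set limit, near 3 SD of compounds lacking own fluorescence, cut at about 54% in these data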;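 also: plate controls were DMSO wells for no effect and 5 µM unlabelled arrestin peptide for full effect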
#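 Material – AP2 appendage R879A on GSH beads · Buffer or medium – PBS with 0.05% Tween 20 and 0.1% BSA · Probe or stimulus – fluorescein-tagged arrestin peptide at 50 nM final · Incubation – compound with beads 12 min RT, then probe 1 h RT · Detection – high-throughput flow cytometry of beads, ex 488, em 535 nm · Evaluation – percent response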
# SUMO Mot1 rescue – inhibitors of SUMOylation pathway: yeast Mot1-301 growth rescue; growth rescue, % at 18.8 µM; AID 2716; S. cerevisiae Mot1-301 growth rescue, ATP luminescence, 38.5C; percent above DMSO median, 100 means doubled; 320,000 compounds, 1% hits;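 active = every valid replicate shows activation above 250% relative to neutral control wells; inactive = the rest, any valid replicate at or below 250%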;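 also: OY570 slx delta 5 strain wells were the positive control but not used for scaling; some compounds called inactive have numbers as strong as hits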
# Pemphigus Ab inh – inhibitors of pemphigus antibody binding to human desmoglein-3; P32926; DSG3-coupled beads, scFv-anti-DSG3-GFP binding, flow cytometry; hits give low values; binding (percent of control), % at 10 µM; 310,000 compounds, 0.48% hits; AID 588358;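 active = binding more than 3 SD below its plate's average and above zero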;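 also: hits lower antibody fragment binding to DSG3; some compounds called inactive have numbers as strong as hits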
# Target sequence (P32926 whole entry, looked up, the tested form may be a part): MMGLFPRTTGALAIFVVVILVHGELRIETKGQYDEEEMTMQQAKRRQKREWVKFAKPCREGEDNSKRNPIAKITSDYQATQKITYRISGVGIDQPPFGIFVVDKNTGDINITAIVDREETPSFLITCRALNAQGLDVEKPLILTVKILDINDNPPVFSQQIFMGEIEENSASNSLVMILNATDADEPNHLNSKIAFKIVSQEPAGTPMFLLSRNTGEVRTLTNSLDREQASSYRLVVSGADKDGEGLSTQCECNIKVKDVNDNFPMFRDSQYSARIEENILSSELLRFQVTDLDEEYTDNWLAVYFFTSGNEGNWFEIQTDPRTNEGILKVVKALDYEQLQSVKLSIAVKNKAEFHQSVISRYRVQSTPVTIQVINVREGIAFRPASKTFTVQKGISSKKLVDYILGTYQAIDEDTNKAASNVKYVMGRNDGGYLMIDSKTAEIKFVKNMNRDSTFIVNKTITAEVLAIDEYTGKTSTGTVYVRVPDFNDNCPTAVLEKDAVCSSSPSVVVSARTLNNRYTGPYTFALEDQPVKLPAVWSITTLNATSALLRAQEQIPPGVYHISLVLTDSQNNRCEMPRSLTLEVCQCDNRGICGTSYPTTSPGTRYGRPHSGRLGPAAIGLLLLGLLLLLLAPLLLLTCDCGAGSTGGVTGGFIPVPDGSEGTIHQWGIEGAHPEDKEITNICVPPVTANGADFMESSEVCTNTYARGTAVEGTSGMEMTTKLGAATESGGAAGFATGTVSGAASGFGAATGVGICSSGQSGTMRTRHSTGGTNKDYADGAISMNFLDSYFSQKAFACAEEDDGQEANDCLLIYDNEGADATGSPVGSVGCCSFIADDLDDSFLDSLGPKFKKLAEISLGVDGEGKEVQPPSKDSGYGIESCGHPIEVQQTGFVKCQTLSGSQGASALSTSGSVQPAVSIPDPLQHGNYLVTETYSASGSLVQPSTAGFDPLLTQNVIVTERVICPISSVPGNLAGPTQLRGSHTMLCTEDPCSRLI
# AddAB inh – less growth of phage-infected E. coli with AddAB; 330,000 compounds, 0.29% hits; inhibition, % at 11.9 µM; E. coli expressing H. pylori AddAB, absorbance growth; in the data active = inhibition above about 12%;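 also: 0% = vehicle wells of infected cells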
# * = called active by the depositor; . = no result given. Compounds were not picked by outcome; 2.8% or so of the library scored in one or more.
# A first look:
SMILES,PKA-R1A act,OPRM1-OPRD1 ag,PfHsp90 yeast 2,Ecoli viability,phage Ecoli inh,MOR-DOR inv ag,Tat transport,Arrestin-AP2 inh,SUMO Mot1 rescue,Pemphigus Ab inh,AddAB inh
COC1OC2COC(c3ccccc3)OC2C(OC(=O)c2ccccc2)C1OC(=O)c1ccccc1 (stereo unspecified),-10.7,-3.4,3.7,.,2.7,16.7,6.6,-7.1,.,.,.
N#Cc1cnn2cc(CCN3CCOCC3)c(-c3ccc(F)cc3)nc12,-2.2,-2.0,-6.0,-0.5,0.9,10.4,0.0,45.4,-3.4,104.6,-1.2

# Results, from the first entry:
SMILES,PKA-R1A act,OPRM1-OPRD1 ag,PfHsp90 yeast 2,Ecoli viability,phage Ecoli inh,MOR-DOR inv ag,Tat transport,Arrestin-AP2 inh,SUMO Mot1 rescue,Pemphigus Ab inh,AddAB inh
COC1OC2COC(c3ccccc3)OC2C(OC(=O)c2ccccc2)C1OC(=O)c1ccccc1 (stereo unspecified),-10.7,-3.4,3.7,.,2.7,16.7,6.6,-7.1,.,.,.
N#Cc1cnn2cc(CCN3CCOCC3)c(-c3ccc(F)cc3)nc12,-2.2,-2.0,-6.0,-0.5,0.9,10.4,0.0,45.4,-3.4,104.6,-1.2
O=C(N/N=C/c1cc([N+](=O)[O-])ccc1O)C(O)(c1ccccc1)c1ccccc1,-1.2,-5.3,1.7,-1.4,0.9,26.0,-3.6,31.0,6.8,111.0,2.6
N#CC1CCCc2c1[nH]c1ccc([N+](=O)[O-])cc21 (stereo unspecified),.,.,8.0,2.0,-0.7,.,-2.9,-8.8,2.2,98.8,1.1
O=C1Nc2ccc(Br)cc2C1Cc1ccccc1F (stereo unspecified),-11.4,-1.6,-5.2,2.3,0.5,8.0,3.5,-7.6,147.9,116.5,2.9
Cc1c(NC(=O)Nc2ccc(C#N)cc2)c(=O)n(-c2ccccc2)n1C,2.5,-2.5,0.2,-3.4,-2.9,12.5,-0.7,-1.4,6.9,100.2,-2.5
c1ccc(C2c3[nH]c4ccccc4c3CCN2Cc2cccn2-c2ccccn2)nc1 (stereo unspecified),-5.4,0.7,2.2,0.3,0.0,-3.6,-1.5,-8.3,105.9,89.7,-2.0
Cc1cc(NC(=O)C(Cl)Cl)cc2c1OCO2,7.4,-1.0,.,.,1.3,5.5,11.9,-1.2,.,94.3,.
O=C(COC(=O)C1(c2ccccc2F)CCCC1)NCc1ccc2c(c1)OCO2,4.2,-0.3,-3.5,-1.1,1.2,1.6,-0.4,30.4,0.7,127.6,1.6
O=C(N/N=C/c1ccc(-c2ccccc2Cl)o1)c1ccccc1,-7.8,1.4,-20.6,-0.6,2.9,-9.4,-11.5,-4.0,-7.9,90.0,2.5
CCCCn1c(SCC(=O)Nc2cc(C(F)(F)F)ccc2Cl)nnc1C(CC)N(C)C (stereo unspecified),-9.5,1.6,.,0.6,3.0,-8.6,-3.9,-6.9,270.7,102.9,2.2
Cc1cccc(-c2nc(CSCC(=O)NCCCN3CCOCC3)c(C)o2)c1,-6.3,-1.6,20.1,0.5,1.7,8.5,-7.9,11.3,-4.8,103.6,6.3
Cc1c(C(=O)Nc2nc3ccccc3[nH]2)oc2ccccc12,-1.0,7.5,23.6,-2.4,4.5,-50.7,-10.8,-14.2,17.1,101.6,-2.3
c1ccc(Oc2cccc(OCCn3cncn3)c2)cc1,-0.6,-2.6,-3.7,-0.6,4.9,13.2,-1.8,1.7,-8.8,108.2,-0.2
CC(C)(C)C(CN1CCCC1)OC(=O)c1ccccc1 (stereo unspecified),-2.4,-3.9,8.2,-1.0,1.8,18.6,3.8,-4.7,7.0,102.9,0.8
Cc1ccc(N(CCC#N)C(=O)CCl)cc1C,-15.4,0.2,-22.4,0.3,4.0,-1.4,5.0,-7.0,-4.4,95.8,-0.2
CCOc1ccc(S(=O)(=O)N(CC)CC)cc1N,-6.1,-3.6,-1.3,2.0,0.9,16.5,-3.3,37.2,275.6,103.3,0.2
CCCNC(=O)c1ccc(N2CCC3(CC2)CC(c2ccccc2)=NO3)c(NC(=O)c2ccccc2)c1,-14.8,-2.1,-19.0,-0.3,-0.2,11.9,-7.4,22.0,12.6,96.0,2.6
CC(=O)Nc1cccc(-c2csc(Nc3cccc(C)n3)n2)c1,-8.4,1.3,-3.1,1.2,3.5,-7.4,5.4,-0.1,-4.9,84.7,1.8
CC1CN(S(=O)(=O)c2cccc(C(=O)OCC(=O)N3CCCCCC3)c2)CC(C)O1 (stereo unspecified),-2.1,-2.2,19.6,1.1,1.8,10.5,-3.3,2.0,9.3,126.2,-1.7
COC(=O)c1ccc(Nc2cc(C)nc3ccccc23)cc1,-9.6,-0.9,0.3,2.8,0.5,4.4,2.5,17.6,-9.2,91.3,1.7
CC(NC(=O)C(c1ccccc1)c1ccccc1)C(=O)N1CCCCC1 (stereo unspecified),-4.5,-2.8,19.0,0.5,2.0,15.2,-5.2,20.2,10.2,97.8,3.1
CCOC(=O)c1c2c(c(=S)n(-c3ccccc3)c1N)CCC2,-1.3,-1.3,-0.2,-0.9,4.1,7.4,12.3,7.2,8.2,108.0,2.6
CC1Cc2nc(SCC(=O)Nc3ccc(F)cc3)n(C)c(=O)c2S1 (stereo unspecified),-4.2,-1.2,-10.9,-0.3,1.3,6.3,-10.0,28.0,185.3,107.1,1.2
Fc1ccc(-n2nnc(-c3nccs3)n2)cc1,-16.6,-2.7,2.9,-1.7,-1.3,15.5,15.1,-6.7,5.9,101.7,2.4
CC(C)N1C(=O)CSC1c1ccc(Br)cc1 (stereo unspecified),-1.0,-0.3,3.9,-0.6,3.6,2.2,-1.7,-0.3,-8.1,101.7,-0.2
CCOC(=O)c1ccccc1NC(=O)CSc1nnc(Cc2cccn2C)n1-c1ccc(F)cc1,-13.6,0.1,-0.9,-1.6,-0.2,-0.4,9.2,5.3,-12.3,94.7,-0.2
Cc1cc(C)c(S(=O)(=O)N2CCOC2CNC(=O)C(=O)NCCc2ccc(S(N)(=O)=O)cc2)c(C)c1 (stereo unspecified),-15.1,1.4,8.5,2.9,2.1,-8.4,-4.9,4.3,-1.6,100.4,-1.0
O=S(=O)(c1ccc(Br)cc1)N1CCCN(Cc2cccc(F)c2)CC1,-5.4,2.3,12.4,1.2,3.6,-11.8,-7.3,-21.1,46.8,101.1,3.0
CN(CC(=O)Nc1cccc(F)c1)C(=O)c1ccccc1-n1cnnn1,6.1,-3.6,-3.8,.,6.7,19.0,-0.7,31.6,.,109.1,.
CC(C)(C)OC(=O)NC1CONC1=O (stereo unspecified),-8.8,-1.2,-5.3,-0.6,2.7,6.4,6.9,1.1,2.7,100.3,2.8
COc1ccc2c(c1OC)C(=O)N1C2SC[C@H]1C(=O)NC1CCCCC1 (stereo partly specified),3.1,0.0,-30.1,-0.7,4.2,0.1,-5.8,7.1,8.5,.,1.3
CCOCCCNC(=O)COc1ccc(OC)cc1,-1.4,-1.5,.,1.1,2.0,8.0,-1.6,-7.5,-0.6,110.3,-1.1
O=C(Nc1ccc(F)c(Cl)c1)C1CCCCC1,-1.5,0.1,19.3,-0.9,4.2,-0.4,-1.6,1.7,19.3,94.7,4.7
O=C1CN(S(=O)(=O)c2cc(Br)ccc2Br)CCN1,-5.3,-3.8,6.1,-0.1,2.2,15.1,-2.9,-4.9,-2.9,.,2.0
Cc1nc2ccccc2cc1C(=O)N(C)Cc1ccccc1,8.8,-0.4,-19.6,1.6,0.6,3.5,-2.1,-6.5,7.0,123.3,3.7
CC1(c2ccccc2)NC(=O)N(CC(=O)Nc2cc(S(=O)(=O)N3CCOCC3)ccc2Cl)C1=O (stereo unspecified),-1.6,-1.2,.,-1.6,-0.4,5.8,-4.1,-20.2,-0.6,115.0,-2.2
Cc1cc(C)n(C(C)CC(=O)N2CCc3ccccc32)n1 (stereo unspecified),-17.6,0.1,-19.6,0.0,1.4,-0.5,-6.8,4.0,-8.9,103.5,2.2
O=S(=O)(Nc1nc2c(s1)CCCC2)c1ccc(F)cc1,-4.1,-1.2,.,-2.4,4.2,6.2,0.2,-2.6,-12.9,94.8,-0.9
CCOC(=O)C1CCCN(C(=O)c2ccc3nc(-c4cccc(OC)c4)oc3c2)C1 (stereo unspecified),-2.7,-2.6,-7.7,-0.6,0.9,14.4,1.8,23.3,11.0,99.3,1.1
O=C(Nc1ccccc1)N1N=CCC1c1ccccc1 (stereo unspecified),-3.6,-1.3,-10.5,.,2.1,6.6,0.6,3.2,.,100.5,.
CCc1ccccc1N(CC(=O)NC1CCCCC1)C(=O)CCC(=O)Nc1ccccn1,0.6,-0.8,-0.2,-2.3,-0.2,4.7,-0.3,6.2,-4.1,.,2.7
CC(/C=N/NC(=O)c1cc(-c2ccc(C)o2)[nH]n1)=C\c1ccccc1,-8.1,6.2,-18.1,-0.2,3.6,-42.3,-3.0,16.4,10.6,106.9,1.0
Cc1nn(Cc2cccc(Oc3ccccc3)c2)c(C)c1NC(=O)NC12CC3CC(CC(C3)C1)C2,-8.1,-3.0,-6.1,-2.4,1.8,17.8,5.0,-8.5,-9.7,97.5,0.7
CC(C)(CNC(=O)Cc1ccc(Cl)cc1Cl)N1CCOCC1,-1.4,-0.9,-17.9,-0.9,-0.5,4.9,2.1,23.8,8.5,112.1,2.5

# Ordered by number of heavy atoms (low to high): 3 of the compounds above
SMILES,PKA-R1A act,OPRM1-OPRD1 ag,PfHsp90 yeast 2,Ecoli viability,phage Ecoli inh,MOR-DOR inv ag,Tat transport,Arrestin-AP2 inh,SUMO Mot1 rescue,Pemphigus Ab inh,AddAB inh
O=C(Nc1ccccc1)N1N=CCC1c1ccccc1 (stereo unspecified),-3.6,-1.3,-10.5,.,2.1,6.6,0.6,3.2,.,100.5,.
CCc1ccccc1N(CC(=O)NC1CCCCC1)C(=O)CCC(=O)Nc1ccccn1,0.6,-0.8,-0.2,-2.3,-0.2,4.7,-0.3,6.2,-4.1,.,2.7
Cc1nn(Cc2cccc(Oc3ccccc3)c2)c(C)c1NC(=O)NC12CC3CC(CC(C3)C1)C2,-8.1,-3.0,-6.1,-2.4,1.8,17.8,5.0,-8.5,-9.7,97.5,0.7
